# Screening results (PubChem)
# ADAM17 inh – inhibitors of human ADAM17. P78536. recombinant ADAM17, EDANS/DABCYL FRET peptide cleavage. 370,000 tested, 0.83% active. inhibition, % at 6.95 µM;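 active = inhibition above the mean of compounds lying between control limits plus 3 SD, set per campaign, cut at about 8.5% in these data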;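 note: 0% = DMSO-only wells as the low control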
# ADAM10 inh – ADAM10 inhibition, QFRET primary screen; O14672; recombinant ADAM10, EDANS/DABCYL FRET peptide cleavage, 3 h; inhibition, % at 7 µM; 370,000 tested, 0.62% active;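 active = inhibition above a per-campaign cutoff equal to the mean of compounds falling between control-based bounds plus 3 SD, cut at about 20% in these data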;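 note: 0% = DMSO wells while the 100% control is not disclosed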
# ARFGAP1 inh – inhibits rat ARF GTPase activating protein 1 | inhibition, % at 16.5 µM | 360,000 tested, 0.26% active | Arfgap1-stimulated ARF1 GTP hydrolysis, GDP FP detection | Q62848;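 active = inhibition above a per-plate limit, mean inhibition of low control wells plus 3 SD, cut at about 25% in these data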;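 note: 0% = DMSO wells with enzyme and 100% = wells lacking Arfgap1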
# Target sequence (Q62848 1-136 limits assumed): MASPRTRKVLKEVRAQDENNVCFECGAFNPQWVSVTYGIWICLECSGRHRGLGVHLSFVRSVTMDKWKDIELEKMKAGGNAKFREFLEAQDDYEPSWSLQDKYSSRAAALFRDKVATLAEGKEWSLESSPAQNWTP
#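 Material: rat Arfgap1 GAP domain (His6, aa 1-136), purified enzyme. Also added: human ARF1(Δ1-17)-GTP substrate. Compound dosing: 16.5 µM single point, 1.26% DMSO. Timing: enzyme reaction 120 min at 25 °C after 20 min preincubation. Signal: GDP detection by fluorescence polarization. Read-out basis: percent inhibition of GAP-stimulated GDP formation, scaled between DMSO and no-Arfgap1 medians.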
# DDE Tn6 FP inh – disrupts Tn6 cyclic peptide binding to fibrin D-Dimer-E complex; Fibrin DD(E) TRITC-Tn6 fluorescence polarization displacement; inhibition, % at 8.3 µM; 370,000 tested, 0.21% active;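 active = inhibition above a per-campaign cutoff: mean of compounds within control limits plus 3 SD, cut at about 15% in these data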;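 note: 0% = median of all compound wells on the plate and 100% = blocking peptide control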
# PLC-gamma1 inh – inhibitors of human phospholipase C gamma1; P19174; purified PLC-gamma1, fluorogenic substrate, fluorescence; inhibition, % at 12.2 µM; 370,000 tested, 0.84% active; AID 720700; in the data active = inhibition above about 9.5%
# ASAP1 inh – ASAP1 ArfGAP inhibition; inhibition, % at 16.5 µM; Q9ULH1; ASAP1-stimulated ARF1 GTP hydrolysis, GDP FP detection; 360,000 tested, 0.19% active; in the data active = inhibition above about 25%;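 note: 0% = vehicle with enzyme and substrate and 100% = no enzyme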
# Target sequence (Q9ULH1 325-724 limits assumed): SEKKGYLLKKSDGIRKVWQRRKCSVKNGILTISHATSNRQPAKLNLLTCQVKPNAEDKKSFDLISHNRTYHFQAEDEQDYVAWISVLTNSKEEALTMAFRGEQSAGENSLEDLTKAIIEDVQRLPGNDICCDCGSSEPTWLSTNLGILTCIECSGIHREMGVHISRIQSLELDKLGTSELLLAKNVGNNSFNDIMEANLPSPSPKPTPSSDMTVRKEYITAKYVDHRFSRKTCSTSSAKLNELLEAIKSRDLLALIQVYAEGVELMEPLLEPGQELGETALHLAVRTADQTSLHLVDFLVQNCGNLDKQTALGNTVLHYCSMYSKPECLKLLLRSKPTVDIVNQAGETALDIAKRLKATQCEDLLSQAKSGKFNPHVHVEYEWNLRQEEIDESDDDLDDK
# TDP2 inh – blocks human TDP2 phosphodiesterase activity; AID 720702; inhibition, % at 12.8 µM; 370,000 tested, 0.34% active; recombinant TDP2, T5PNP hydrolysis, p-nitrophenol absorbance 415 nm;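 active = inhibition above the mean of all tested compounds plus 3 SD, set per campaign, cut at about 25% in these data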;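 note: 0% = DMSO with enzyme and 100% = buffer with substrate but no TDP2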
# Target sequence (O95551 whole entry, looked up): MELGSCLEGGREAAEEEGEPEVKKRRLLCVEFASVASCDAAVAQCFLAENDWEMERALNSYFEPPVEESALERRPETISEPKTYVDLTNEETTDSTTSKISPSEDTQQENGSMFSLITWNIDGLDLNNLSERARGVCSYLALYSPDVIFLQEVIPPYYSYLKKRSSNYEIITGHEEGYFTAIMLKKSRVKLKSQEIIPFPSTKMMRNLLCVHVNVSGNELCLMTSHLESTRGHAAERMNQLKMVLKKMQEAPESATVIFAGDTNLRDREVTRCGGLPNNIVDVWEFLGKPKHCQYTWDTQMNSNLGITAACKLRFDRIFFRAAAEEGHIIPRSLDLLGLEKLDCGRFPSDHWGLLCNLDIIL
#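 System: recombinant human TDP2 / Amount: 120 nM TDP2 per well / Also added: 5 mM T5PNP chromogenic substrate / Doses: 12.8 µM single point, 1% DMSO / Incubation: 2 h at 37 °C / Detection: p-Nitrophenol epi absorbance / Evaluation: % inhibition relative to enzyme-containing and enzyme-free wells / Repeats: singlicate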
# Tn7 DDE FP – inhibitors of Tn7 peptide binding to human fibrin DD(E); FP displacement of FITC-Tn7 peptide from fibrin DD(E); 0% = median of compound wells per plate; inhibition, % at 8.3 µM; 370,000 tested, 0.13% active;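 active = inhibition above the mean of compounds falling within the control limits plus 3 SD of them, cut at about 14% in these data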;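 note: 0% = plate median of compound wells and 100% = 10 µM Aha-Tn7 peptide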
#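 system = human fibrin DD(E) protein | quantity = DD(E) 2 µM final | medium = Tris/NaCl/CaCl2 buffer, pH 7.8 | also added = labelled Tn7 tracer, 0.1 µM | compound dosing = single point at 8.3 µM | timing = compound with protein 10 min, then 3 h after probe, room temperature | signal = FP measurement | benchmarks = Aha-Tn7 high control | repeats = one replicate per compound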
# SIAE primary – human SIAE inhibition, primary screen; Q9HAT2; SIAE FP-Rh probe binding, fluorescence polarization; inhibition, % at 9.66 µM; 370,000 tested, 0.69% active;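 active = inhibition above a cutoff: mean of compounds within the control limits plus 3 SD of those, cut at about 17% in these data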;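 note: 0% = plate median of compound wells and 100% = probe without SIAE protein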
# PLC-beta3 inh – PLC-beta3 (human) inhibition, primary screen; Purified PLC-beta3, fluorogenic substrate, fluorescence; inhibition, % at 12.2 µM; AID 720704; Q01970; 370,000 tested, 0.18% active; in the data active = inhibition above about 11%;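 note: 0% = median of compound wells on plate and 100% = full blocker control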
# * hit, by the source's call; i = inactive; · = no result given.
# Start of the listing, in advance (5 entries):
ADAM17 inh,ADAM10 inh,ARFGAP1 inh,DDE Tn6 FP inh,PLC-gamma1 inh,ASAP1 inh,TDP2 inh,Tn7 DDE FP,SIAE primary,PLC-beta3 inh,molecule
0,-2,-10,-10,0,-10,-2,-1,2,4,CCOc1ccc(NC(=O)C2C(C(=O)O)C3(Cl)C(Cl)=C(Cl)C2(Cl)C3(Cl)Cl)cc1 (stereo not drawn)
3,5,-3,-7,3,-6,0,-4,2,3,O=C(Nc1ccc2ncccc2c1)c1ccccc1Cl
-3,-7,-3,3,-4,1,-5,2,0,-7,CC1(C)CC(=O)C(C=Nc2ccc(NC3=C(C#N)C(=O)CC(C)(C)C3)cc2)=C(O)C1
0,9,-4,4,4,-10,-4,-4,0,0,Cc1ccc(-c2noc(-c3ccccc3C(=O)N3CCN(C)CC3)n2)cc1
-3,4,3,-3,0,-14,1,0,-3,5,COCCn1c(SCC(=O)Nc2cc(C(C)(C)C)nn2-c2ccccc2)nnc1-c1ccncc1

# The whole of this part, from the start:
ADAM17 inh,ADAM10 inh,ARFGAP1 inh,DDE Tn6 FP inh,PLC-gamma1 inh,ASAP1 inh,TDP2 inh,Tn7 DDE FP,SIAE primary,PLC-beta3 inh,molecule
0,-2,-10,-10,0,-10,-2,-1,2,4,CCOc1ccc(NC(=O)C2C(C(=O)O)C3(Cl)C(Cl)=C(Cl)C2(Cl)C3(Cl)Cl)cc1 (stereo not drawn)
3,5,-3,-7,3,-6,0,-4,2,3,O=C(Nc1ccc2ncccc2c1)c1ccccc1Cl
-3,-7,-3,3,-4,1,-5,2,0,-7,CC1(C)CC(=O)C(C=Nc2ccc(NC3=C(C#N)C(=O)CC(C)(C)C3)cc2)=C(O)C1
0,9,-4,4,4,-10,-4,-4,0,0,Cc1ccc(-c2noc(-c3ccccc3C(=O)N3CCN(C)CC3)n2)cc1
-3,4,3,-3,0,-14,1,0,-3,5,COCCn1c(SCC(=O)Nc2cc(C(C)(C)C)nn2-c2ccccc2)nnc1-c1ccncc1
-2,-6,4,1,0,13,4,-3,-2,1,COc1ccc(-c2ccnc(SCC(=O)c3ccc(Br)cc3)n2)cc1
-423,i,6,-2,-478,-2,1,6,-5,-492,COCCCNC(=O)c1c(N)n(-c2ccc(S(N)(=O)=O)cc2)c2nc3ccccc3nc12
-3,-8,9,-6,-2,2,4,1,-5,-8,O=C(CCNC(=O)C1CCN(S(=O)(=O)c2ccccc2)CC1)Nc1ccccc1
-8,-10,0,2,-6,3,7,3,-2,-11,COCCNC(=O)c1cc2ncc(Br)cn2n1
-3,-3,0,4,0,-4,-7,2,0,1,CN1/C(=C\C(=O)c2ccco2)c2ccccc2CC1(C)C
-3,1,-16,-5,-1,-1,16,0,0,-8,CCCCOC(=O)Nc1nnc(CC(=O)NCc2ccccc2)s1
-1,6,13,3,0,1,4,1,3,-5,CCc1ccc(OCC(=O)N(Cc2ccccc2)C2CCS(=O)(=O)C2)cc1 (stereo not drawn)
2,-3,-1,-7,1,-2,1,-6,-5,-8,O=C(CCCOc1ccccc1)Nc1cccc(S(=O)(=O)N2CCCCC2)c1
-3,5,1,-1,-1,17,-12,-2,-8,3,Cc1cc(O)cc2c1O[C@@](C)(CCC[C@@H](C)CCC[C@@H](C)CCCC(C)C)CC2
-5,-4,0,-1,-1,1,7,11,0,0,CCNc1nc(NC(N)=S)nc(NC(C)(C)C)n1
-5,-9,-1,-2,0,-1,5,-4,-3,2,O=C(NCc1cccs1)c1csc([C@H]2C[C@H](O)[C@@H](CO)O2)n1
-5,-15,-2,-2,-41,5,-4,-5,1,-49,N#Cc1ccc(COc2ccc(CCO)cc2-n2nc3ccccc3n2)cc1
2,8,-2,-4,0,-2,-10,1,3,-6,CCc1nc2ccc(C(=O)N(C)Cc3ccco3)cn2c1N(C)Cc1ccc(OC)cc1
-1,1,1,-1,-2,-1,3,-6,2,2,CCOc1cc(C(=O)Nc2ccc(S(=O)(=O)Nc3onc(C)c3C)cc2)cc(OCC)c1OCC
8,6,-9,-1,0,7,-4,-3,-5,-5,CC(=O)c1cccc(N=Cc2c(O)c3ccccc3oc2=O)c1

# (more compounds)
ADAM17 inh,ADAM10 inh,ARFGAP1 inh,DDE Tn6 FP inh,PLC-gamma1 inh,ASAP1 inh,TDP2 inh,Tn7 DDE FP,SIAE primary,PLC-beta3 inh,molecule
-1,-9,3,-6,3,-3,5,2,1,3,CC12C=CC3(O1)C(C(=O)N(c1cccnc1)C3C(=O)NC1CCCCC1)C2C(=O)Nc1ccccc1 (stereo not drawn)
-8,-22,-6,9,-186,-12,0,4,0,-208,COC(=O)/C=C/c1sc2nc(C)cc(C)c2c1N=CN(C)C
1,12,2,6,4,4,6,1,2,2,COc1c(S(=O)(=O)N2CCCCC2)ccc2c(S(=O)(=O)N3CCCCC3)cccc12
-3,-22,2,4,-7,-7,-1,-4,4,-17,Cc1ccc(CNC(=O)CNC(=O)c2ccc(C(C)(C)C)cc2)n1C
-4,-10,-5,-6,-1,14,-2,0,3,-3,COc1cc(NC(=O)C2CCCCC2)c(OC)cc1NC(=O)c1ccco1
-6,-8,0,-3,-1,8,2,4,2,-1,O=C(O)c1ccc(/C=N/NC(=S)NCc2ccccc2)cc1
-6,0,6,-5,-5,-1,-3,-1,-6,-12,CCCCCCn1cc(C(=O)O)c(=O)c2cc(F)c(N3CCCCC3)cc21
-6,-11,-4,1,-2,3,-6,6,-14,-3,CCCc1nc2c(sc3nc4c(cc32)COC(C)(C)C4)c(=O)n1CCN(CC)CC
-4,8,2,8,-3,10,-2,0,0,2,Cc1cc(=O)[nH]c(SCc2nc3ccccc3s2)n1
-2,-4,-11,0,-3,7,13,1,-5,-4,COC1CCN(C(=O)C2CCC(=O)N(C3CCCCCC3)C2)CC1 (stereo not drawn)
0,1,·,-1,0,·,-4,-8,4,1,COC(=O)C1CCCN(C(=O)C2CCN(S(=O)(=O)c3cccs3)CC2)C1 (stereo not drawn)
1,2,7,1,-2,7,1,-7,2,0,CCOC(=O)N1CCN(C(=O)c2ccc3c(=O)n(Cc4ccccc4)c(=S)[nH]c3c2)CC1
3,1,8,-5,2,-3,8,-3,-6,-3,CC(C)Nc1nc2nonc2nc1Nc1ccccc1
-2,4,10,3,2,-5,8,-2,10,0,COC(=O)[C@@]1(C(C)C)N=C(c2cc(OC)c(OC)c(OC)c2)[C@]2(O1)C(=O)N(Cc1ccc(OC)cc1)c1ccc(Br)cc12
1,1,4,-3,-1,0,-4,-6,-2,2,Cc1ccc(C)c(C(=O)COC(=O)Cn2[nH]c(=O)c3ccccc3c2=O)c1
-1,-4,-3,-3,-1,11,2,2,4,-5,CC(=O)Nc1ccc(SC[C@H](Cc2ccccc2)N2CCN(CCc3ccccc3)CCC2=O)cc1
0,3,-1,-2,-1,-10,4,-5,1,2,Cc1nn(C)cc1CNC(=O)COc1ccc(Cl)cc1Cl
3,0,-1,6,4,-5,-4,-10,1,4,O=C(Nc1cn(-c2ccccc2)nc1-c1ccc(F)cc1)c1ccccc1
1,2,3,9,5,-7,-4,4,-2,2,Nc1nc(SCC(=O)NNc2c(Cl)cc(Cl)cc2Cl)n[nH]1
2,-1,3,9,-17,-9,11,0,-8,-22,COc1cccc(C2CC(c3cccc(NS(C)(=O)=O)c3)=NN2C(=O)c2ccccc2)c1OC (stereo not drawn)

# More structures:
ADAM17 inh,ADAM10 inh,ARFGAP1 inh,DDE Tn6 FP inh,PLC-gamma1 inh,ASAP1 inh,TDP2 inh,Tn7 DDE FP,SIAE primary,PLC-beta3 inh,molecule
-3,-1,-1,-1,3,-7,-16,6,0,-4,CCCCC(CC)C(=O)Nc1ccc(S(=O)(=O)N2CCCC2)cc1 (stereo not drawn)
-6,2,-8,4,-2,3,10,-1,3,-8,COc1ccc(N2CC(C(=O)Nc3nnc(SCCC4OCCO4)s3)CC2=O)cc1 (stereo not drawn)
0,3,10,0,-2,-5,6,9,3,-6,COC(=O)/C=C1/SC(=NC(=O)c2cccc([N+](=O)[O-])c2)NC1=O
-5,-6,3,2,-1,-14,2,-7,-2,4,CCN1C(=O)C2(SC(NC(C)=O)=NN2C(C)=O)c2cc(C)cc(C)c21 (stereo not drawn)
-10,-17,-15,5,0,-1,12,4,15,-7,c1ccn2cc(C34CC5CC(CC(C5)C3)C4)nc2c1
0,5,5,-2,2,2,9,-9,-5,-1,N#CCS(=O)(=O)c1cccc[n+]1[O-]
0,0,-6,5,2,-7,-1,1,9,0,C=CCNC(=S)N/N=C/c1cccc([N+](=O)[O-])c1
5,18,1,0,2,10,5,0,2,1,CCOC(=O)[C@@H]1[C@H]2COc3ccccc3[C@@H]2N2C(=O)N(c3cccc(Cl)c3)C(=O)[C@]12C
-2,-8,-9,-3,1,9,8,-1,9,0,O=C(CSc1nc2ccccc2n1S(=O)(=O)c1ccccc1)N1CCCC1
-4,-4,12,-5,0,0,0,5,-4,-2,O=C(COC(=O)c1ccc(S(=O)(=O)N2CCOCC2)cc1)NC1CCCCCC1
0,-4,-5,7,0,-8,1,2,3,2,COc1ccc(NC(=O)C2(C)CCN2CCOc2ccccc2)cc1OC (stereo not drawn)

# Profiles as entered above.
# O=C(COC(=O)c1ccc(S(=O)(=O)N2CCOCC2)cc1)NC1CCCCCC1 as listed: ADAM17 inh = -4; ADAM10 inh = -4; ARFGAP1 inh = 12; DDE Tn6 FP inh = -5; PLC-gamma1 inh = 0; ASAP1 inh = 0; TDP2 inh = 0; Tn7 DDE FP = 5; SIAE primary = -4; PLC-beta3 inh = -2
# COc1ccc(N2CC(C(=O)Nc3nnc(SCCC4OCCO4)s3)CC2=O)cc1 (stereo not drawn) as listed: ADAM17 inh = -6; ADAM10 inh = 2; ARFGAP1 inh = -8; DDE Tn6 FP inh = 4; PLC-gamma1 inh = -2; ASAP1 inh = 3; TDP2 inh = 10; Tn7 DDE FP = -1; SIAE primary = 3; PLC-beta3 inh = -8
